14-3-3 Bad inh: inhibitors of 14-3-3 zeta/Bad binding, primary screen, biochemical, TR-FRET, bovine 14-3-3 zeta | 14-3-3 protein zeta/delta (Bos taurus), P63103 | TR-FRET 14-3-3zeta/Dy647-pBad peptide displacement, 1 h | inhibition, % at 21.7 µM | 220,000 compounds, 0.71% hits | AID 781, 2007;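 active = inhibition above about 70%, limit read from the data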;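 note: 0% = full 14-3-3 plus peptide FRET controls and 100% = background without 14-3-3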
Target sequence (P63103 whole entry, looked up): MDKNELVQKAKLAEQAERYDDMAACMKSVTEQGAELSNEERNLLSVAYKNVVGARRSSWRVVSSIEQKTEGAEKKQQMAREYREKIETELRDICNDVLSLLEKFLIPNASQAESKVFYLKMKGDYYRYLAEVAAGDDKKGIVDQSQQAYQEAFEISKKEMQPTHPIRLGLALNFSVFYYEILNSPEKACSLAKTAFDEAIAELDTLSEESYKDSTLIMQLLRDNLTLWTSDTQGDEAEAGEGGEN
PPC-1+TRAIL kill: compounds killing PPC-1 cancer cells with TRAIL present, primary screen, TRAIL potentiator project, ATPLite luminescence, uHTS; AID 1443, 2008; cell killing (% activity), % at 4 µM; PPC-1 cells + TRAIL, ATPLite viability luminescence; 220,000 compounds, 0.41% hits;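 active = cell killing above 50% in the first pass at 4 µM, then a duplicate retest at 5 µM averaging 50% or more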;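 note: plate controls were cells with TRAIL plus DMSO for no effect and medium-only wells lacking cells for full effect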
CHOP inhibitor: inhibitors of CHOP promoter induction, primary screen, cell-based, unfolded protein response, luciferase reporter | CHO-K1 CHOP-promoter luciferase, tunicamycin-induced, 15-18 h | inhibition, % at 10 µM | 220,000 compounds, 3.8% hits | AID 2732, 2010;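 active = compounds that reduced the stress-induced luciferase reporter signal by more than about 70% of percent inhibition, limit read from the data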;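 note: 0% = tunicamycin plus vehicle and 100% = wells without tunicamycin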
TRPML3 agonist: human TRPML3 channel agonists, primary screen, cell-based, HEK293 TRPML3-YFP, Fluo-8 calcium fluorescence, 3 µM; 100% = the carbachol control signal; activation, % at 3 µM; Mucolipin-3 (Homo sapiens), Q8TDD5; AID 1448, 2008; 220,000 compounds, 0.29% hits;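 active = activation above its plate's cutoff, the mean activation of the plate's test wells plus 3 SD, cut at about 12% in these data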;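 note: 0% = DMSO only wells and 100% = carbachol wells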
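Test system – HEK293 line with stable expression of human TRPML3-YFP channel · Control set – carbachol 87 µM final as high control (100%), DMSO as low control (0%) · Signal – Fluo-8 calcium dye fluorescence, ex 470-495, em 515-575 nm · Incubation – 1-h 37 °C dye load, 5-s basal, 120-s post-compound reads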
PGE2 EP2 inh: human EP2 receptor antagonists, primary screen, TR-FRET cAMP, C6 glioma cells; Prostaglandin E2 receptor EP2 subtype (Homo sapiens), P43116; C6 glioma cells expressing human EP2; cells stimulated with saturating PGE2; inhibition, % at 25 µM; 260,000 compounds, 0.52% hits; AID 1422, 2008;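 active = percent inhibition above 40 after rounding to a whole number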;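 note: rat C6 glioma host cells with rolipram phosphodiesterase inhibitor present; the protocol text gives 20 µM as final concentration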
Target sequence (P43116 whole entry, looked up): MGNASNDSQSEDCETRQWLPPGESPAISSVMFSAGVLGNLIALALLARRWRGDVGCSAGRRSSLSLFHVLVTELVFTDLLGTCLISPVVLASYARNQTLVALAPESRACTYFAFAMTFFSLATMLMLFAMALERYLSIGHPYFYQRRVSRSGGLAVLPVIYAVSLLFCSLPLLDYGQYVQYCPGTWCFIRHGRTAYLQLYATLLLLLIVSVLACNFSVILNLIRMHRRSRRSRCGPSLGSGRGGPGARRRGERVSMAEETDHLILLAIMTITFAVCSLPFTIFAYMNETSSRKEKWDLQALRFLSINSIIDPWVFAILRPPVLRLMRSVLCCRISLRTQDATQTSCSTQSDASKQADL
NPY-Y1 antag: NPY-Y1 receptor antagonists, primary screen, cell-based | Neuropeptide Y receptor type 1 (Homo sapiens), P25929 | HEK293-CNG Y1 cells, membrane potential fluorescence; NPY at EC95, then isoproterenol | inhibition, % at 3.6 µM | 200,000 compounds, 1% hits | AID 1040, 2008;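 active = inhibition above the campaign mean inhibition of all tested compounds plus 3 SD, cut at about 20% in these data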;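 note: 0% = DMSO wells given NPY plus isoproterenol and 100% = isoproterenol alone without NPY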
Target sequence (P25929 whole entry, looked up): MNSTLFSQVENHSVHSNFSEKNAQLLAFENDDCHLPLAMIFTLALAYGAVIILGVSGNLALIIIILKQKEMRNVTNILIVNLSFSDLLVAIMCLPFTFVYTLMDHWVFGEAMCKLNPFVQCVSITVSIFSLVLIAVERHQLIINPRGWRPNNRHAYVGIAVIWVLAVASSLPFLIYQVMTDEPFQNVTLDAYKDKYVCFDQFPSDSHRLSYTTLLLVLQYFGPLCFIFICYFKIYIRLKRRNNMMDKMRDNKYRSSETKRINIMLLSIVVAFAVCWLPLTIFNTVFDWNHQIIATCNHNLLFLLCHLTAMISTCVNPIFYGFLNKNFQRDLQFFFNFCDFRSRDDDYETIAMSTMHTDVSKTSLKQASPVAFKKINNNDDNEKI
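Benchmarks – high control isoproterenol alone, low control NPY with isoproterenol · Material – HEK293 Y1/CNG channel cell line · Times – dye 3 h, compound 60 min room temperature, stimulation 45 min · Probe or stimulus – NPY (25 nM), isoproterenol (1 µM), Ro 20-1724 (25 µM) · Evaluation – % inhibition of NPY effect · Signal – fluorescence, membrane potential probe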
zfTRPN1 agonist: zebrafish TRPN1 channel agonists, primary screen, cell-based, HEK293, calcium fluorescence; transient receptor potential cation channel N1 (TRPN1/NompC), Danio rerio; HEK293 zebrafish TRPN1-YFP, Fluo-8 calcium fluorescence; 100% = response to 87 µM carbachol; activation, % at 3 µM; 220,000 compounds, 0.18% hits; AID 1424, 2008;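 active = activation above its plate's cutoff, the mean activation of test wells on that plate plus 3 SD, cut at about 19% in these data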;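 note: 0% = DMSO alone and 100% = 87 µM carbachol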
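Material: zebrafish TRPN1-YFP in HEK293 cells. Doses: one dose of 3 µM, 0.3% DMSO. Incubation: dye 1 h 37 °C plus 30 min RT. Measured by: intracellular calcium fluorescence with Fluo-8.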
EP2 mod: EP2 receptor modulators, cAMP readout, primary screen, cell-based, HTRF cAMP, PGE2 stimulation. EP2-expressing cells, cAMP HTRF FRET, PGE2 co-stimulation. induction, % at 25 µM. 260,000 compounds, 0.83% hits. AID 940, 2007;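 active = compounds whose cAMP rise, as percent of the full-agonist control response, exceeds 60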;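 note: rat C6 glioma line stably carrying human EP2 under a CMV promoter; the protocol text gives 20 µM as final concentration; 100% = response of wells given 1 µM PGE2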
NPY-Y1 PAM-ag: NPY-Y1 receptor potentiators or agonists, primary screen, cell-based; NPY-Y1 expressing cells, potentiator/agonist activation; 220,000 compounds, 0.37% hits; activation, % at 3.6 µM; Neuropeptide Y receptor type 1 (Homo sapiens), P25929; AID 1304, 2008; in the data active = activation above about 33%, passing the limit was not always enough;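 note: cells stimulated with NPY at EC10 then isoproterenol at EC100; 0% = low agonist plus stimulus and 100% = saturating agonist plus stimulus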
* marks the source's active call; other numbers are inactive results; . = not tested or not shown; & = joins results of further samples; [ ] = dose if it differs, or a comment. The list is partial; the hit share may differ from the screen's.

SMILES | 14-3-3 Bad inh | PPC-1+TRAIL kill | CHOP inhibitor | TRPML3 agonist | PGE2 EP2 inh | NPY-Y1 antag | zfTRPN1 agonist | EP2 mod | NPY-Y1 PAM-ag
c1ccc(-c2nnc(SCc3nc4ccccc4[nH]3)n2Cc2ccco2)cc1 | -7 | 15 | 20 | -0.4 | 6 | -3 | -0.4 | -8 | 2
Cc1cc2oc(=O)cc(CSc3nnc(-c4cccs4)o3)c2cc1C(C)C | -9 | -31 | 35 | 0.2 | 11 | 6 | -2.2 | 30 | -37
Cc1cc(-c2n[nH]c(=S)n2/N=C/C=C/c2ccco2)n[nH]1 | 3 | -1 | 10 | 0.7 | 9 | . | 1.9 | 24 | 22
CC(C)NC(=S)N1CCN(c2ncccn2)CC1 | -1 | 8 | -5 | 1.2 | 6 | 1 | 1.6 | 25 | 12
CN(C)C(=O)N1CCCC(C(=O)NCCc2ccccc2)C1 (configuration not stated) | -16 | 25 | 5 | 1.6 | 2 | -3 | -0.1 | 18 | 1
Cc1cc(C)nc(N2CCN(c3nnnn3-c3ccccc3)CC2)n1 | -10 | 20 | -6 | 0.0 | 15 | -2 | 0.9 | -41 | 12
CCN1CCN(C(=O)c2ccc(Sc3ccccc3Cl)c([N+](=O)[O-])c2)CC1 | -19 | 30 | 39 | 2.4 | 3 | 1 | 5.0 | -52 | -14
O=C(CSCc1ccc(Cl)cc1)NN=C1CCCCCC1 | 1 | -8 | 22 | -0.2 | 11 | 6 | -0.8 | -13 | -40
Cn1nc(C(=O)Nc2sccc2C(N)=O)ccc1=O | -28[fluorescence artefact?] | -2 | 23 | 0.7 | 6 | 0 | -0.3 | 9 | 12
CCn1ncc(Br)c1C(=O)Nc1sc2c(c1C(=O)OC)CCC2 | . | . | . | 0.4 | 39 | 10 | 0.6 | . | -18
Nc1nc(SCC(=O)N2CCCc3ccccc32)[nH]c(=O)c1-c1ccccc1 | 1 | 6 | 5 | -0.9 | 10&13 | 2 | -1.7 | 6&-45 | -6
COCCSc1ccccc1C(=O)Nc1nnc(C)s1 | 6 | 6 | -42 | 0.0 | 5 | 0 | -1.0 | 3 | 13
Cc1csc(SCc2ccc(C(=O)O)cc2)n1 | -5 | 11 | 8 | 0.7 | 4 | 8 | 0.4 | 10 | 5
Cc1nc(NCC2CC2)c2nnn(Cc3ccccc3)c2n1 | -6 | -8 | 1 | -0.6 | 2 | -4 | -2.0 | -25 | 5
NC(=O)COC(=O)/C=C/c1ccc(S(=O)(=O)N2CCCCCC2)cc1 | -7 | 3 | -21 | 0.8 | 4 | 6 | 1.7 | 8 | -1
CCOc1ccccc1Nc1nc2ccccc2[nH]1 | 0 | -4 | 38 | -1.2 | 3 | 8 | -0.3 | -1 | -31
c1ccc(CSc2ncnc3c2sc2nc(N4CCOCC4)c4c(c23)CCCC4)cc1 | -6[fluorescence artefact?] | 9 | -9 | 0.4 | 12 | 10 | 0.1 | 19 | 3
O=C(O)CNS(=O)(=O)/C=C/c1ccccc1 | -11 | -2 | -8 | 0.6 | 2 | 0 | -0.2 | 18 | 4
CC(C)(C)c1ccc(C(=O)NCC(=O)OCC(=O)Nc2ccccc2[N+](=O)[O-])cc1 | -5 | 14 | 17 | 0.3 | 0 | -2 | -1.2 | -2 | -24
COc1cc(/C=C(\C#N)C(=O)NCC2CCCO2)ccc1OCC(N)=O (configuration not stated) | 1 | 8 | -25 | 0.5 | 6 | -4 | -0.3 | -20 | 10
O=C(c1ccc(S(=O)(=O)Nc2ccc(F)cc2)cc1)N1CCN(C(=O)c2ccco2)CC1 | -5 | 12 | 13 | 2.6 | 12 | -7 | 5.2 | 0 | -3
Cc1ccccc1C(=O)Nc1ccccc1Sc1ccccc1 | -4 | -19 | 14 | -1.1 | 1 | 12 | -1.2 | 74* | -54
CCc1cccc(C)c1NC(=S)N1CCCCC1c1cccnc1 (configuration not stated) | -4 | 14 | -5 | 1.6 | 8 | . | 1.0 | -4 | 5
COc1cccc(C2C(C#N)=C(N)N(c3ncn[nH]3)C3=C2C(=O)CCC3)c1 (configuration not stated) | -19 | 17 | 12 | 1.0 | 6 | -5 | 1.6 | 11 | 15
CS(=O)(=O)N1Cc2ccccc2CC1C(=O)OCC(=O)Nc1ccc2ccccc2c1 (configuration not stated) | -8 | 22 | 43 | 0.5 | 7 | -4 | -0.5 | -16 | 21
CCCCNc1nc(N)ncc1[N+](=O)[O-] | -3 | 13 | 18 | 0.6 | 19 | . | 2.3 | 5 | 7
CC(=O)ON1C(C)(C)Cc2noc(N)c2C1(C)C | 4 | 5 | 6 | 1.2 | 10 | 3 | -0.5 | 13 | 56*
CC1CCN(C(=O)COc2ccccc2F)CC1 | -1 | 7 | -3 | 0.8 | 14 | 3 | 1.3 | 37 | 9
COc1ccc(C)cc1Cn1c(S(C)(=O)=O)nc2ccccc21 | 26 | 13 | 3 | -1.4 | 9 | 1 | -2.2 | 44 | -5
COc1ccc(OCC(=O)NNC(=O)c2cccs2)cc1 | -1 | -6 | 3 | 0.1 | 8 | -1 | -0.3 | 37 | -3
CCC(CC)n1[nH]c(=O)cc1N | 8[fluorescence artefact?] | -2 | 4 | 0.8 | 11 | 2 | -0.3 | 20 | 6
Cc1cc(C(=O)Nc2c(C)n(C)n(-c3ccccc3)c2=O)c2ccccc2n1 | -7 | 2 | 30 | 0.7 | 12 | 2 | 0.5 | 5 | -4
CC(C)(O)C#Cc1ccc(C(=O)NCc2ccccc2)s1 | . | . | . | 0.1 | 10 | -3 | -0.5 | . | 7
Cn1c(=O)c2ncn(CC(=O)O)c2n(C)c1=O | -18 | -7 | 7 | 1.1 | 8 | . | 1.4 | -15 | -2
CCCCNC(=S)N(C)N=C1CCC(c2ccccc2)CC1 (configuration not stated) | -7 | 25 | 34 | 0.7 | 0 | 8 | -0.7 | 52 | -4
Cc1cc(=O)n2cccc(O)c2n1 | -21 | -3 | -21 | 0.3 | 13 | 4 | 2.5 | 26 | 5
CC(C)C(=O)NC(c1ccccc1)c1cc([N+](=O)[O-])c2cccnc2c1O (configuration not stated) | 1 | 5 | 25 | 0.3 | 10 | -1 | 1.5 | 28 | 6
COc1ccc(-n2nc3cc(C)c(NC(C)=O)cc3n2)cc1 | 6 | 64*[5 µM] | 16 | 1.3 | 4 | -3 | 1.2 | -42 | 12
Cc1c(NC(=O)CN2c3cccc4cccc(c34)S2(=O)=O)c(=O)n(-c2ccccc2)n1C | -2 | 4 | 23 | 0.8 | 10 | -1 | 1.0 | 5 | 11
CCCc1cc(=O)n2[nH]c(NCc3cccs3)nc2n1 | -1 | -16 | 0 | 0.6 | -1 | 7 | 0.3 | 71* | -10
C=CCn1c(CCC(=O)Nc2ccc(C)c(Cl)c2)nnc1SCC(=O)Nc1ccccc1C | -9 | 9 | 43 | -0.4 | 4 | -6 | 1.5 | 7 | 12
O=[N+]([O-])c1ccc2cn[nH]c2c1 | -9 | 14 | 5 | 0.1 | 22 | 3 | -1.4 | 8 | 3
S=C1SCN(Cc2cccnc2)CN1Cc1ccccc1 | -8 | 5 | -109 | 0.1 | 4 | -4 | 0.5 | -7 | 3
CCOc1ccc(CC(=O)C2=C(N3CCOCC3)CC(C)(C)CC2=O)cc1OCC | -15 | -15 | 34 | 0.6 | 0 | 5 | -0.5 | 7 | 9
COc1ccccc1CNC(=O)N/C=C/c1ccc(Cl)cc1 | -11 | -3 | 32 | -0.3 | 4 | 1 | -2.1 | -33 | 3
CN(c1cccc(NC(=O)c2ccc(C(C)(C)C)cc2)c1)S(C)(=O)=O | -20 | 41[5 µM] | -8 | 5.3 | 4 | 3 | 18 | -38 | 5
C[C@H](NC(=O)NCc1ccc(F)cc1)C(=O)O | 9 | 42 | -10 | 1.2 | 7 | 5 | -1.5 | 17 | 3
C=CCN1C(=O)C(Cc2ccccc2Cl)SC1=Nc1ccc(C(=O)O)cc1 (configuration not stated) | 2 | -13 | 5 | 0.5 | 3 | . | 1.6 | 18 | 20
CC(=O)CC(=O)Nc1ccc(C(N)=O)cc1 | -8 | -18 | -11 | 0.4 | 5 | 0 | 0.6 | 13 | -5
CN1C(=O)/C(=N/OC(=O)c2ccccc2Br)c2ccccc21 | 9 | 15 | 17 | 0.3 | 7 | 1 | -0.8 | -7 | -10
Cc1ccc(C(=O)NC(=S)Nc2ccccc2C(F)(F)F)cc1C | -17 | -6 | 63 | 0.5 | 15 | 14 | 0.5 | 26 | -28
COc1ccc(-n2c(CCc3ccccc3)nnc2SCC(=O)NCc2ccccc2)cc1 | . | 2 | 14 | -0.2 | 13 | 3 | -0.9 | 22 | 8
CN(CC(=O)Nc1ccc2c(c1)OCCO2)S(=O)(=O)c1cccc2cccnc12 | 0 | 10 | 21 | 0.5 | 14 | -2 | 0.1 | -13 | -17
COC(=O)CSc1n[nH]c(-c2ccncc2)n1 | -3 | 28 | -12 | 0.7 | 5 | -6 | 0.6 | 4 | 1
CC1(C)CC2CC(C)(CN2C(=O)c2cc(-c3ccccc3O)on2)C1 (configuration not stated) | -1 | -1 | 76* | -0.1 | 7 | 2 | -0.1 | 4 | 8
O=C(CS(=O)(=O)c1ccccc1)Nc1ccccn1 | 1 | -18 | 5 | 0.5 | 4 | 9 | 0.3 | 8 | -3
COc1ccc(N2C(=O)c3ccccc3NC2c2ccc(OC)c(CSc3ccccn3)c2)cc1 (configuration not stated) | -3 | 24 | 66 | -0.5 | 17 | 1 | -0.7 | -6 | -32

Screens: PubChem, several laboratories
